High-throughput results deposited in PubChem BioAssay by National Center for Advancing Translational Sciences (NCATS).
ERK EGF block – EGF-driven ERK pathway inhibition; HEK293-V1b, EGF-stimulated phospho-ERK AlphaScreen; Potency, µM (top dose mostly 11.5 µM), for the others: at the top dose activity change, negative = inhibition, actives largely listed as inhibitors; actives 0.41% (n = 130,000); AID 1454; active means well fitted inhibition curve with a large enough effect; inconclusive means small, poorly fitted or top-dose-only effect, or effect the other way;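 further: plate controls were stimulated vehicle wells for no effect and unstimulated vehicle basal for full effect; nearly all actives have a fitted effect of over 55% in size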
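HEK293 cells stably expressing V1b receptor, serum-reduced (1% FBS) overnight, got compound for 30 min at 37C, then 25 nM EGF for 5 min. Lysate phospho-ERK read by AlphaScreen SureFire; AC50 from Hill fits.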
An asterisk follows results filed as active; ? = inconclusive; & = joins results of further samples; [ ] = remark or other dose. Potency means the concentration at half of the fitted maximal effect. Only part of the results is shown, so the mix of outcomes need not match the whole.

The first 5 entries (preview)
mol,ERK EGF block
CCOP(=O)(OCC)C(NC(=O)CN1C(=O)c2ccccc2S1(=O)=O)C(Cl)(Cl)Cl (configuration not stated),-7.1%
COc1ccc2c(c1)[nH]c1c(C)nccc12,-1.4%
C[C@H](CCC(=O)O)[C@H]1CC[C@@H]2[C@H]3CC[C@H]4C[C@@H](O)CC[C@@]4(C)[C@H]3CC[C@]21C,6.3%[25.7 µM]
CCOP(=O)(OCC)C(O)c1ccc(Br)cc1 (configuration not stated),3.8%
c1ccc(C2CC2)c(OCC2=NCCN2)c1,13.9%&17.0%

All compounds of this part, previewed entries included:
mol,ERK EGF block
CCOP(=O)(OCC)C(NC(=O)CN1C(=O)c2ccccc2S1(=O)=O)C(Cl)(Cl)Cl (configuration not stated),-7.1%
COc1ccc2c(c1)[nH]c1c(C)nccc12,-1.4%
C[C@H](CCC(=O)O)[C@H]1CC[C@@H]2[C@H]3CC[C@H]4C[C@@H](O)CC[C@@]4(C)[C@H]3CC[C@]21C,6.3%[25.7 µM]
CCOP(=O)(OCC)C(O)c1ccc(Br)cc1 (configuration not stated),3.8%
c1ccc(C2CC2)c(OCC2=NCCN2)c1,13.9%&17.0%
CC(C)OP(=O)(O)NC(=O)c1ccccc1,2.7%
C[C@@]12C=CC(=O)C=C1CCC1C2CC[C@]2(C)C(=O)CCC12 (some centres not stated),21.5%
COc1cccc(C(=O)N2CCC3(CC2)OCCO3)c1,12.0%[57.5 µM]
COc1cccc(C(=O)C2CCCN(Cc3cccc(C)n3)C2)c1 (configuration not stated),-8.9%
NC(=O)C1CCN(/C=C2\C(=O)NC(=O)N(Cc3ccco3)C2=O)CC1,-9.1%[57.5 µM]
Nc1c([N+](=O)[O-])cc(F)c(N2CCNCC2)c1Br,-8.5%
COC(=O)[C@H]1C[C@@H]1[C@H](NP(=O)(c1ccccc1)c1ccccc1)c1ccccc1,3.6%&3.1%
CCC(C)n1c(O)c(C=NCc2cccnc2)c(=O)[nH]c1=S (configuration not stated),7.7%[57.5 µM]
CP(=O)(O)CN1CCCCC1,24.0%
O=C1NC(=O)N(Cc2ccccc2)C(=O)/C1=C\c1ccco1,-0.6%
Cn1c(O)c(C=NCCCCCCCCCCC(=O)O)c(=O)n(C)c1=O,-0.4%[57.5 µM]
O=C(c1ccc(N2CC3CC(C2)c2cccc(=O)n2C3)c([N+](=O)[O-])c1)N1CCCCC1 (configuration not stated),2.4%
CSc1nc2ccccc2c(=O)n1-c1cccnc1,13.5%[57.5 µM]
Cn1c(O)c(C=NCCN2CCNCC2)c(=O)[nH]c1=O,7.5%[57.5 µM]
CCN(CC)S(=O)(=O)N1CCC(C(=O)N2CCC3(CC2)OCCO3)CC1,-9.1%
O=C(O)c1ccc(N=Cc2c(O)n(Cc3ccc(F)cc3)c(=O)[nH]c2=O)cc1,16.1%[57.5 µM]
O=c1[nH]c(=O)n(Cc2ccccc2)c(O)c1/C=C1\C=Nc2ccccc21,1.2%
CCn1ccnc1CN1CCCC(C(=O)c2cc(C)c(OC)c(C)c2)C1 (configuration not stated),-22.5%
CC(=O)c1c(O)c(C)c(O)c(Cc2c(O)c3c(c(C(=O)/C=C\c4ccccc4)c2O)OC(C)(C)C=C3)c1O,-3.1%
COc1ccc(-c2cc(=NCCCCCC(=O)O)c3cc(C)ccc3o2)cc1,6.1%
CN1CC[C@@H]2CN3CCc4cccc(c43)[C@H]2C1,6.0%
COc1ccc(-c2n(-c3ccccn3)c3ccccc3[n+]2-c2ccccn2)cc1,-16.2%[57.5 µM]
CCCC[N+]1(C)[C@@H]2CC(OC(=O)[C@H](CO)c3ccccc3)C[C@H]1[C@@H]1O[C@@H]12 (some centres not stated),-1.4%[57.5 µM]
N#Cc1c(/N=C/C2C(=O)NC(=S)NC2=O)sc2c1CCCC2,-0.9%
COc1cc(CN2CCCC(C(=O)c3sccc3C)C2)cc(Cl)c1O (configuration not stated),-3.4%

Next section, overlapping the part above by 3 compounds.
mol,ERK EGF block
CCCC[N+]1(C)[C@@H]2CC(OC(=O)[C@H](CO)c3ccccc3)C[C@H]1[C@@H]1O[C@@H]12 (some centres not stated),-1.4%[57.5 µM]
N#Cc1c(/N=C/C2C(=O)NC(=S)NC2=O)sc2c1CCCC2,-0.9%
COc1cc(CN2CCCC(C(=O)c3sccc3C)C2)cc(Cl)c1O (configuration not stated),-3.4%
ClC1=C(Cl)C2(Cl)C3C4CC(C5OC45)C3C1(Cl)C2(Cl)Cl (configuration not stated),35.0%
C=CCN1CC[C@]23c4c5ccc(O)c4OC2C(=O)CC[C@@]3(O)C1C5 (some centres not stated),-14.9%[57.5 µM]
CCOc1ccc2nc(N=Nc3c(O)[nH]c(=O)[nH]c3=O)sc2c1,7.3%[57.5 µM]
CCCCCCC[n+]1ccc(-c2cc[n+](CCCCCCC)cc2)cc1,-6.4%&-4.8%
CN1C(=O)c2ccccc2NC(=O)C1Cc1ccccc1 (configuration not stated),-15.9%[57.5 µM]
CC(=O)N1N=C2C3CCN(CC3)C2C1c1ccc(C)cc1 (configuration not stated),4.7%
Cc1cc(Oc2ccc(C(F)(F)F)cc2[N+](=O)[O-])c2c3c(c(=O)oc2c1)CCCC3,10.6%
COc1cc(CC2(CCc3ccncc3)C(=O)NC(=O)NC2=O)cc(OC)c1OC,1.6%
O=C(CN1CC(c2ccccc2)CC1=O)NCc1ccc(F)cc1 (configuration not stated),2.0%
O=C1NC(=S)N(c2ccccc2)C(=O)C1C(c1ccncc1)C1C(=O)NC(=S)N(c2ccccc2)C1=O (configuration not stated),12.3%
N=C1c2ccccc2CN1c1cccc([N+](=O)[O-])c1,-8.2%
Cc1cc(C(=O)CN2CCCC2)c(C)n1-c1ccc(F)cc1,-25.9%[57.5 µM]
CC(=O)OC1CC2C(C)(C)C(O)C=C[C@@]2(C)C2CC[C@]3(C)C(=CC(=O)OC3c3ccoc3)[C@]12C (some centres not stated),-3.8%
C[C@@H](Cc1ccccc1)NCCC(c1ccccc1)c1ccccc1,7.2%[25.7 µM]
CN1CCN(c2c(F)cc([N+](=O)[O-])c(N)c2Br)CC1,3.0%
O=[N+]([O-])/C=C1\NCCN1Cc1ccc(Cl)nc1,11.0%&-59.9%
COc1ccc(N2C(=O)NC(=O)/C(=C\c3ccc([N+](=O)[O-])s3)C2=O)cc1,-3.9%
C[C@]12CC[C@@H](O)C[C@@H]1CC[C@@H]1[C@@H]2CC[C@]2(C)C(=O)CC[C@@H]12,-10.3%[57.5 µM]
CCCC(C)C1(CC)C(=O)NC(=O)NC1=O (configuration not stated),-22.4%
CC[C@@H](CO)NC(=O)[C@@H]1C=C2c3cccc4c3c(cn4C)C[C@H]2N(C)C1,6.0%
CC(C)N1OC2CC1c1nc3ccccc3n1C2 (configuration not stated),14.5%[57.5 µM]
O=c1[nH]c(=O)n(-c2ccccc2)c(O)c1/C=C/C=Nc1ccccc1,0.7%
CCN1CCN(c2ccc(NC(C)=O)cc2Cl)CC1,-3.0%
CN1C(=O)C(=Cc2cc([N+](=O)[O-])ccc2N2CCCCC2)C(=O)N(C)C1=O,-3.6%
CC/C(=N\N1CCN(C)CC1)c1c(O)[nH]c(=O)[nH]c1=O,-3.6%
CS(=O)(=O)NNP(=O)(NNS(C)(=O)=O)NC(=O)c1ccc(Br)cc1,1.4%[57.5 µM]
O=C(CN1CCOCC1)c1ccc2cc[nH]c2c1,-2.6%
CN(C)c1ccc(/C=C2/C(=N\O)C3CCN2CC3)cc1,-12.7%[57.5 µM]
CCCN(CCC)C1CCc2ccc(O)cc2C1 (configuration not stated),16.1%
CC(C(=O)Nc1ccc(Cl)cc1Cl)N1CC=C(c2ccccc2)CC1 (configuration not stated),4.6%
O=c1[nH]c(=O)n(-c2ccc(Cl)cc2)c(O)c1C=NCCN1CCCCC1,6.5%
CCC(C)C(=O)OC1C[C@@]2(C)C(c3ccoc3)OC(=O)CC23OC2(C)OC34C(OC(=O)C(C)C)[C@]3(O)C(OC(=O)C5(C)OC5C)[C@]5(C)CC3(O)[C@](C)(C5CC(=O)OC)C14O2 (some centres not stated),24.0%
O=c1c(O)c(-c2ccc(O)c(O)c2)oc2c(O)c(O)cc(O)c12,-0.5%
CCS(=O)CCSP(=O)(OC)OC (configuration not stated),11.2%
CCCC(=O)N(C)C1=Nc2ccc(Cl)cc2C(c2ccccc2)=[N+]([O-])C1,7.6%[57.5 µM]
Cc1cccc(C)c1OC(=O)Cc1ccccc1,-1.2%
COc1ccc(C2CN(C)CC2C(=O)c2ccc(F)cc2)cc1Cl (configuration not stated),-0.7%
O=C(CN1CC(c2ccccc2)CC1=O)Nc1cccc(F)c1 (configuration not stated),-1.5%
Cc1ccc2c(c1)C1CN(C)CCC1N2C(=O)/C(C#N)=C/c1ccc2c(c1)OCO2 (configuration not stated),?
N#CC(C#N)=Cc1ccc(O)c(O)c1,15.9%&-11.2%
S=C1NC2(CCCCC2)NC12CCCCC2,6.3%[57.5 µM]
O=c1c2ccccc2nc(-c2ccccc2)n1-c1ccccc1,-7.9%[57.5 µM]
CCOP(=O)(OCC)C(O)c1ccc(N(C)C)cc1 (configuration not stated),-7.6%[57.5 µM]
CCOc1ccccc1OCC(=O)Nc1ccc(Cl)cc1C(=O)c1ccccc1,3.0%
N#CC1(c2ccccc2)CCN(C2CC(=O)N(c3cccc(F)c3)C2=O)CC1 (configuration not stated),0.7%

Part of the list above, as labelled records:
Cc1cccc(C)c1OC(=O)Cc1ccccc1
- ERK EGF block = -1.2%

COc1ccc(C2CN(C)CC2C(=O)c2ccc(F)cc2)cc1Cl (configuration not stated)
- ERK EGF block = -0.7%

O=C(CN1CC(c2ccccc2)CC1=O)Nc1cccc(F)c1 (configuration not stated)
- ERK EGF block = -1.5%

Cc1ccc2c(c1)C1CN(C)CCC1N2C(=O)/C(C#N)=C/c1ccc2c(c1)OCO2 (configuration not stated)
- ERK EGF block = ?
